High-throughput results deposited in PubChem BioAssay by National Center for Advancing Translational Sciences (NCATS).
GAA glycogen = alters human alpha-glucosidase cleavage of glycogen | P10253 | AID 2100 | Potency, µM (top dose mostly 76.4 µM), for inactives: top-dose activity change, negative = inhibition, actives largely listed as inhibitors | recombinant GAA, glycogen substrate, Amplex Red glucose oxidase fluorescence | 300,000 tested, 0.38% active; active = well fitted inhibition curve with a large enough effect;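 note: 0% = full enzyme reaction and -100% = no-enzyme basal signal; the screen sought inhibitors and activators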
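qHTS, 1536-well; enzyme 4 nM final; cpd up to 77 uM; substrate bovine liver glycogen 30 ug; 50 mM citrate/phosphate pH 5.0, 0.01% Tween-20; 37 C, 40 min; Amplex Red detection 45 min RT; Hill fit → AC50.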
Active calls of the source: *; & = joins results of further samples; [ ] = dose if it differs, or a comment. Potency is the fitted concentration of half-maximal effect. An excerpt; the hit share may differ from the screen's.

Screening Cc1cccc(-n2nnc(-c3nc(-c4cccs4)no3)c2N)c1C returned GAA glycogen 6.7%[76.3 µM].
Screening CC(C)c1ccccc1NC(=O)c1ccc2ncsc2c1 returned GAA glycogen 4.7%.
Screening O=C(Cn1ncc2c([nH]c3ccccc32)c1=O)NCCCN1CCN(c2ccc(F)cc2)CC1 returned GAA glycogen 12.2%[76.3 µM].
Screening O=C(Cc1ccccc1F)Nc1ccc(S(=O)(=O)Nc2ncccn2)cc1 returned GAA glycogen 1.0%[76.3 µM].
`O=[N+]([O-])/C=C/c1ccc2c(ccn2Cc2ccccc2)c1` gave GAA glycogen -16.1%.
`N#CCN(N=Nc1ccccc1)c1ccccc1` gave GAA glycogen 2.5%.
COc1ccc(/C=C2\SC(=S)N(CCCCCC(=O)Nc3cc(C)on3)C2=O)cc1OC was read as GAA glycogen 1.0%[76.3 µM].
`CCc1ccc(NC(=O)Nc2ccon2)cc1` gave GAA glycogen 0.3%[76.3 µM].
For CCOc1ccccc1NC(=S)N1CCCCCC1 the results were GAA glycogen -12.6%[76.3 µM].
Screening O=C(CCc1ccccc1)NNC(=S)NCCc1ccccc1 returned GAA glycogen 1.8%[76.3 µM].
CC(C)C(CCNCc1ccccn1)c1ccc(Cl)cc1 (configuration not stated) was read as GAA glycogen -2.6%.
CC(=O)Nc1ccc(NC(=O)c2cc([N+](=O)[O-])cc([N+](=O)[O-])c2)cc1 was read as GAA glycogen 2.9%[76.3 µM].
COc1ccc(OC)c(S(=O)(=O)N2CCCC2C(=O)NC(C)c2ccccc2)c1 (configuration not stated) was read as GAA glycogen 3.3%[76.3 µM].
Screening CCCNc1nc2c(c(=O)n(C)c(=O)n2C)n1CCCc1ccccc1 returned GAA glycogen -6.7%[76.3 µM].
`NS(=O)(=O)c1ccc(CNC(=S)NCc2ccc(F)cc2)cc1` gave GAA glycogen -8.6%[76.3 µM].
For O=C(NCc1ccccc1OC(F)(F)F)C1CCC(=O)N(C2CC2)C1 (configuration not stated) the results were GAA glycogen 2.7%[76.3 µM].
Screening COC(=O)[C@@H]1Cc2c([nH]c3ccccc23)C(C)(C)N1C(=O)CCl returned GAA glycogen 1.5%.
For CCCOc1ccc(NC(=O)CNC(=O)c2cc(OC)cc(OC)c2)cc1OCCC the results were GAA glycogen -0.2%.
For CC(C)(C)OC(=O)N[C@@H](Cc1ccccc1)C(=O)NCC1CCC(C(=O)N[C@@H](CCC(N)=O)C(=O)O)CC1 (some centres not stated) the results were GAA glycogen -4.9%.
Screening Cc1ccc(C)c(NC(=O)c2ccc(CN3CC(=O)N4CCCCC4C3=O)cc2)c1 (configuration not stated) returned GAA glycogen -5.6%[76.3 µM].
`Cc1cc(S(=O)(=O)N2CCC3(CC2)OCCO3)c(C)cc1Cl` gave GAA glycogen 1.2%[76.3 µM].
Screening CNC(=S)N/N=C/c1cc(Br)c(OCc2ccncc2)c(OC)c1 returned GAA glycogen -3.9%[76.3 µM].
Screening CC(C)(C)OC(=O)N1CCC(C(=O)N[C@@H](Cc2c[nH]c3ccccc23)C(=O)O)CC1 returned GAA glycogen 3.8%.
`Cc1[nH]c(C)c(S(=O)(=O)N2CCN(c3cccc(Cl)c3)CC2)c1C(=O)N1CCCCC1` gave GAA glycogen -3.7%[76.3 µM].
CC(OC(=O)c1cccc(S(=O)(=O)N2CCCC2)c1)C(=O)c1ccccc1 (configuration not stated) was read as GAA glycogen -7.6%[76.3 µM].
For Cc1c(NC(=O)Nc2ccccc2[N+](=O)[O-])c(=O)n(-c2ccccc2)n1C the results were GAA glycogen -0.3%.
For COC(=O)CCC(C)N1CCC(Oc2ccc(C(=O)NCc3ccccn3)cc2)CC1 (configuration not stated) the results were GAA glycogen 10.4%[76.3 µM].
Nc1ccc(C(=O)N/N=C/c2cn(Cc3ccccc3)c3ccccc23)cc1 was read as GAA glycogen -9.7%[76.3 µM].
`CS(=O)(=O)c1ccc2nc(NC(=O)c3ccccc3Cl)sc2c1` gave GAA glycogen 0.3%[76.3 µM].
CC1CCc2c(C(=O)Nc3cccc(-c4nn[nH]n4)c3)csc2C1 (configuration not stated) was read as GAA glycogen -3.0%[76.3 µM].
Screening CC(=O)c1ccc(NC(=O)[C@@H]2CCCN2C(=O)OC(C)(C)C)cc1 returned GAA glycogen -0.9%.
`CCc1cccc(OCC(=O)Nc2ccc(S(=O)(=O)N3CCCC3)cc2)c1` gave GAA glycogen 0.3%[76.3 µM].
Screening O=C(NCN1CCN(c2ccccc2)CC1)c1cnccn1 returned GAA glycogen -23.2%.
For CCCCN1C(=O)/C(=C2/Sc3ccc(OC)cc3N2CC)SC1=S the results were GAA glycogen 14.2%[76.3 µM].
Screening CC(=O)Nc1ccc(NC(=O)c2ccc(NC(=O)c3ccccc3)cc2)cc1 returned GAA glycogen 0.1%[76.3 µM].
Cc1ccc(C(=O)Nc2cccc3cccnc23)cc1C was read as GAA glycogen -2.0%[76.3 µM].
For CC(=O)Nc1ccc(C(=O)Nc2nnc(CCc3ccccc3)s2)cc1 the results were GAA glycogen -3.2%[76.3 µM].
C=CCNC(=O)C1CCCN(S(=O)(=O)c2ccc(-n3cnnn3)cc2)C1 (configuration not stated) was read as GAA glycogen -9.3%.
For CCOC(=O)c1cnc2c(c(C)nn2-c2ccc(C)cc2)c1Cl the results were GAA glycogen 2.3%.
CC(C)Oc1ccc(C(=O)Nc2nc3ccccc3[nH]2)cc1 was read as GAA glycogen 1.4%.
`CCC(NC(=O)c1ccccc1NC(=O)C(C)(C)C)C(=O)N1CCCC1` (configuration not stated) gave GAA glycogen 1.4%.
`CC(C)N(Cc1ccccc1)C(=O)CCS(=O)(=O)c1ccc2c(c1)oc(=O)n2C` gave GAA glycogen -8.0%[76.3 µM].
CCOc1ccc(Br)cc1CNCCSc1nnnn1-c1ccccc1 was read as GAA glycogen 13.4%[76.3 µM].
CCOc1ccc(-c2c(C(=O)N/N=C(\C)c3cccs3)nnn2-c2nonc2N)cc1 was read as GAA glycogen -2.4%[76.3 µM].
Cc1ccc(NC(=O)C2=CC(c3cccs3)=NS(=O)(=O)N2C)cc1 was read as GAA glycogen 19.7%&14.1%[76.3 µM].
O=c1[nH]c(SCc2ccc([N+](=O)[O-])cc2)nc2c1CCCC2 was read as GAA glycogen 12.5%[76.3 µM].
For Cc1c(C(=O)NCC(c2ccc(Cl)cc2)N2CCOCC2)oc2ccccc12 (configuration not stated) the results were GAA glycogen -12.0%[76.3 µM].
Screening O=C(c1ccc([N+](=O)[O-])s1)N1CCCc2ccccc21 returned GAA glycogen 13.7%.
COC(=O)c1ccc(NC(=O)CSc2ccc(-c3ccccn3)nn2)cc1 was read as GAA glycogen -7.3%[76.3 µM].
For Cc1ccccc1NC(=O)CCS(=O)(=O)c1cccc2nonc12 the results were GAA glycogen 5.3%.
COc1ccc(CN2CCCC(C(=O)N3CCCCC3)C2)c(OC)c1 (configuration not stated) was read as GAA glycogen -0.3%[76.3 µM].
`CC(=O)N1CCc2cc(S(=O)(=O)NCCC(=O)NCCc3ccc(Cl)cc3)ccc21` gave GAA glycogen 2.1%[76.3 µM].
For Cc1ccc(-c2nnc(Nc3ccc(OCC(N)=O)cc3)c3ccccc23)cc1S(N)(=O)=O the results were GAA glycogen 1.5%.
`Cc1oc(-c2ccc(Cl)cc2)nc1CN1CCC(C(=O)NCCCN2CCCC(C)C2)CC1` (configuration not stated) gave GAA glycogen -10.3%[76.3 µM].
COc1ccc(NC(=O)CNC(=O)Cc2ccccc2)cc1OC was read as GAA glycogen -1.4%.
N#Cc1ccc(C(=O)Nc2nc3ccccc3[nH]2)cc1 was read as GAA glycogen -8.4%.
Screening CC(=O)c1ccc(S(=O)(=O)NCc2ccc(C(=O)NCC(c3ccccc3)N(C)C)cc2)cc1 (configuration not stated) returned GAA glycogen 3.0%.
C/C(=N\NC(=O)c1sccc1C)c1ccncc1 was read as GAA glycogen 0.2%[76.3 µM].
For NC(=O)C1CCN(C(=O)C2CCC(=O)N(C3CCCCCC3)C2)CC1 (configuration not stated) the results were GAA glycogen -2.5%[76.3 µM].
COc1cc(CCC(=O)NCc2ccc(S(N)(=O)=O)cc2)cc(OC)c1OC was read as GAA glycogen 0.4%.
For Cc1cc2oc(C(=O)Nc3cccc(-c4nc5ccccc5o4)c3)c(C)c2cc1Cl the results were GAA glycogen -14.5%[76.3 µM].
Cc1cccc(CN2CCC(C(=O)Nc3ccc(-n4nc(C)cc4C)cc3)CC2)n1 was read as GAA glycogen -8.9%[76.3 µM].
Cc1ccc(N2CCn3c2nc2c3c(=O)n(CCCc3ccccc3)c(=O)n2C)cc1C was read as GAA glycogen 14.2%[76.3 µM].
For CCN(c1ccccc1)S(=O)(=O)c1ccc2c(c1)CCCN2C(C)=O the results were GAA glycogen -3.7%[76.3 µM].
Screening O=C(NCCSCc1ccccc1Cl)C1CCN(S(=O)(=O)Cc2ccccc2)CC1 returned GAA glycogen 14.6%[76.3 µM].
For Cn1c(C(=O)c2ccccc2)nc2ccccc21 the results were GAA glycogen 2.2%.
`COc1ccc(-c2noc(-c3ccc(NC4CCCCC4)c([N+](=O)[O-])c3)n2)cc1` gave GAA glycogen 18.6%[76.3 µM].
`CCN(CC(=O)Nc1cccc(OC)c1)CC(=O)Nc1ccc(Br)c(C)c1` gave GAA glycogen -9.9%.
For O=C(Nc1ccccc1N1CCCCC1)c1ccc(OC(F)F)cc1 the results were GAA glycogen -1.2%.
CC(=O)Nc1ccc(SCc2c(C)noc2C)cc1 was read as GAA glycogen 3.4%.
`O=C(NNC(=O)c1cccs1)c1cccnc1` gave GAA glycogen 10.9%.
CC(C)c1ccc(S(=O)(=O)N2CCN(C(=O)c3ccc(N4CCCC4)c([N+](=O)[O-])c3)CC2)cc1 was read as GAA glycogen -6.0%[76.3 µM].
CC(C)C1N(C(=O)N2CCOCC2)CCN1S(=O)(=O)c1ccccc1 (configuration not stated) was read as GAA glycogen 4.7%.
`Cc1cc(C)cc(N(C(=O)CNC(=O)c2ccco2)C(C(=O)NC2CCCCC2)c2cccnc2)c1` (configuration not stated) gave GAA glycogen 0.0%.
Cc1onc(-c2ccccc2)c1C(=O)NCc1ccccc1F was read as GAA glycogen 3.5%.
For O=C(Nc1ccc(Oc2ccsc2C(=O)O)cc1)c1ccccc1 the results were GAA glycogen 0.9%.
For COc1cc(C2CC(=O)Nc3c2c(C)nn3-c2nc(C)cc(C)n2)cc(OC)c1O (configuration not stated) the results were GAA glycogen -21.5%[76.3 µM].
Screening COc1ccc(CN2C(=O)c3cccnc3C2=O)cc1S(=O)(=O)NCc1ccccc1 returned GAA glycogen 3.0%[76.3 µM].
Cn1c(=O)c(C(=O)NC2CCCCCC2)c(O)c2ccccc21 was read as GAA glycogen 1.0%[76.3 µM].
`CC(C)(C)c1ccc(C(=O)NCC(=O)N2CCNC(=O)C2)cc1` gave GAA glycogen 1.6%.
CCN(CC)CCCNC(=O)c1cc(-c2ccccc2)c(N2CCCCC2)s1 was read as GAA glycogen 2.7%.
Cc1cccc(C(=O)NCC(=O)N(C)CC(=O)Nc2ccc(N3CCOCC3)cc2)c1 was read as GAA glycogen -3.6%[76.3 µM].
Screening COc1cccc(CNS(=O)(=O)c2ccc3c(c2)CC(C)N3C(=O)C2CCC2)c1 (configuration not stated) returned GAA glycogen 0.7%&7.9%[76.3 µM].
COc1ccc(-c2ncncc2-c2ccccc2)c(O)c1 was read as GAA glycogen 3.9%.
For COc1ccc(S(=O)(=O)N2CCC(C(=O)NCCCN3CCOCC3)CC2)cc1 the results were GAA glycogen -1.0%[76.3 µM].
COc1cc(C(=O)OCC(=O)NCCCc2ccccc2)ccc1OCC(C)C was read as GAA glycogen -27.8%[76.3 µM].
For CCOC(=O)c1cccc(NC(=O)c2cc(C)nn2-c2ccccc2)c1 the results were GAA glycogen 3.9%.
CCOc1ccc(S(=O)(=O)N2CCCC(C(=O)NCc3ccncc3)C2)cc1 (configuration not stated) was read as GAA glycogen -7.3%[76.3 µM].
